SENP1 FRET inh = inhibitors of human SENP1 SUMO protease catalytic domain | Q9P0U3 | recombinant SENP1 catalytic domain, CyPet-SUMO1-YPet FRET cleavage | inhibition, % at 10 µM | hit rate 0.21% among 360,000 | AID 624204;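 active = inhibition at least 30% at 10 µM, raw YFP signal under a set limit, fluorescence ratio 0.5 to 1.5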;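 note: 0% = enzyme with DMSO and 100% = no enzyme wells; some results filed as inactive read as strong as hits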
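Material – human SENP1 catalytic domain · Input – SENP1 enzyme, 20 pM final · Compound dosing – single concentration of 10 µM compound, 0.5% DMSO final · Timing – enzyme reaction for 50 min at room temperature, dark · Measured by – FRET fluorescence in CFP and YFP emission channels · Control set – no-enzyme wells low, DMSO-plus-enzyme wells high control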
SENP8 block-1 = blocks the human protease SENP8; Q96LD8; purified SENP8, Z-RLRGG-aminoluciferin cleavage, luminescence; inhibition, % at 10 µM; hit rate 1.2% among 330,000; AID 2540; in the data active = inhibition above about 50%
Target sequence (Q96LD8 whole entry, looked up): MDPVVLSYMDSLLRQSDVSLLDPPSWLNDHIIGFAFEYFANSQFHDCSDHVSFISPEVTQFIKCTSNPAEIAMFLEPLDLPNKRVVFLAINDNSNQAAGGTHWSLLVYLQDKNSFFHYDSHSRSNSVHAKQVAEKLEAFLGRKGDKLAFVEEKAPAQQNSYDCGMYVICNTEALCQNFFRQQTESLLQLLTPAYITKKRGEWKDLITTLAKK
SENP7 inh = inhibitors of human SENP7 protease. hit rate 1.5% among 330,000. inhibition, % at 5 µM. recombinant SENP7, Z-RLRGG-aminoluciferin luminescence, 40 min. Q9BQF6;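 active = inhibition above about 50% at the single test dose, limit read from the data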;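 note: plate controls were DMSO with enzyme for no effect and no enzyme buffer wells for full effect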
HKDC1 inhibitor = inhibitors of human hexokinase HKDC1 | recombinant HKDC1, G6PDH/diaphorase resazurin coupled fluorescence | hit rate 0.16% among 340,000 | inhibition, % at 20 µM | Q2TB90;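 active = inhibition above about 35% when tested at 20 µM, limit read from the data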;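 note: plate controls were DMSO wells with enzyme for no effect and DMSO wells lacking enzyme for full effect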
Target sequence (Q2TB90 whole entry, looked up): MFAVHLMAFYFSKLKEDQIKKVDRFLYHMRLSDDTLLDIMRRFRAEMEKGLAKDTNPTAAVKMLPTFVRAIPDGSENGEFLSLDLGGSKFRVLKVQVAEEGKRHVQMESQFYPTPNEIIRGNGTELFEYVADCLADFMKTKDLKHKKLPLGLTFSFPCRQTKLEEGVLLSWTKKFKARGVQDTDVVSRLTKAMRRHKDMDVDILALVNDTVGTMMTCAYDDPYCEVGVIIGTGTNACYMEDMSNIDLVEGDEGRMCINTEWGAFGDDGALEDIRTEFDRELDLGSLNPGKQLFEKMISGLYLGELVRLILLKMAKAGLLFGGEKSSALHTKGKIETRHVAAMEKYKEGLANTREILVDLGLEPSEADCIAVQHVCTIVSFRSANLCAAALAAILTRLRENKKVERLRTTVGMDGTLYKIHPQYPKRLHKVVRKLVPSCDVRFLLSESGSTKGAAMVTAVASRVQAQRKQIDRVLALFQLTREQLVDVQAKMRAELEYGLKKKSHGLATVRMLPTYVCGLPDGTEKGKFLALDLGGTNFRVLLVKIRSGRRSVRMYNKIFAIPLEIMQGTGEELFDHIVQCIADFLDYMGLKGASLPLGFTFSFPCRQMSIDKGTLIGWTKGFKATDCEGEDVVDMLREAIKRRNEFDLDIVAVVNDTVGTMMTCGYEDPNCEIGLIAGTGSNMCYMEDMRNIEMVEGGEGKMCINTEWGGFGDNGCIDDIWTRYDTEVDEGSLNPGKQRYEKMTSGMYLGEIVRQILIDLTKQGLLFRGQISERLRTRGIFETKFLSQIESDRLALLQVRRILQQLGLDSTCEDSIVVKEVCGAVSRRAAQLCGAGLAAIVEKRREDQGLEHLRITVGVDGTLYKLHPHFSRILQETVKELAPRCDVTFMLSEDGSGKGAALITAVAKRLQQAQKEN
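Incubation: 90 min at room temperature in dark / Material: recombinant HKDC1 (HK5) hexokinase enzyme, produced in-house / Quantity: enzyme 5 µg/mL final / Compound: one dose of 20 µM, 1% DMSO / Reagent: glucose and ATP substrates / Buffer or medium: Tris pH 8.0 buffer with MgCl2, Tween-20, BSA, BME / Technique: resorufin fluorescence at 613 nm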
SENP8 block-2 = blocks human SENP8 cleavage of Nedd8 substrate. recombinant SENP8, Nedd8 substrate fluorescence. inhibition, % at 20 µM. hit rate 0.64% among 360,000. AID 602440; in the data active = inhibition mostly above about 40%, no sharp cut-off; inactive = mostly below about 27%
SENP6 inh = inhibitors of human SENP6 protease | Recombinant SENP6 catalytic domain, aminoluciferin luminescence | inhibition, % at 10 µM | hit rate 1.8% among 330,000 | AID 2599;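 active = inhibition above about 50% at the single tested dose, limit read from the data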;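 note: plate controls were DMSO wells with enzyme for no effect and DMSO wells lacking enzyme for full effect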
NLRP3 yeast inh = blocks the NALP3 inflammasome reconstituted in yeast | hit rate 0.39% among 330,000 | Yeast reconstituted NLRP3/ASC/caspase-1, beta-gal luminescence, 24 h | AID 2825 | inhibition, % at 10 µM;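 active = inhibition of 50% or more; inactive = inhibition below 50%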;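 note: plate controls were induced DMSO wells for no effect and uninduced yeast grown without galactose for full effect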
PfG6PD inh = PfG6PD (Plasmodium falciparum) enzyme inhibition; PfGluPho enzyme, NADPH resazurin-diaphorase fluorescence; inhibition, % at 20 µM; hit rate 0.78% among 350,000; AID 504690;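 active = inhibition reaching at least a set limit at 20 µM in the primary screen, cut at about 59% in these data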;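 note: 0% = DMSO wells with substrate and 100% = DMSO wells lacking glucose-6-phosphate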
Apaf-1 inh = blocks human Apaf-1 apoptosome activity | inhibition, % at 20 µM | reconstituted apoptosome caspase-3 activity, DEVD-Rh110 fluorescence | hit rate 0.71% among 330,000 | O14727; active = inhibition of at least 40% at 20 µM;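 note: plate controls were DMSO wells for no effect and DEVD-CHO caspase inhibitor wells for full effect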
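Material: reconstituted apoptosome with Apaf-1, cytochrome c, caspase-9, procaspase-3, dATP. Technique: Rh110 fluorescence intensity. Buffer or medium: pH 7.5 Hepes buffer with CHAPS, BSA, DTT. Times: 30 min plus 50 min, RT.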
Active calls of the source: *. An unsorted share of the library. Share with any hit: about 4.1%.

For Cc1ccc(C(=O)OCC(=O)N2CCOCC2)c(C)c1 the results were SENP1 FRET inh 0, SENP8 block-1 -5, SENP7 inh -7, HKDC1 inhibitor -9, SENP8 block-2 7, SENP6 inh -16, NLRP3 yeast inh 0, PfG6PD inh 9 and Apaf-1 inh 1.
`CN1CCc2c1nc1ccccc1c2N` (tested in a mixture with another compound) gave SENP1 FRET inh 6, SENP8 block-1 -4, SENP7 inh 10, HKDC1 inhibitor 1, SENP8 block-2 inactive, SENP6 inh 11, NLRP3 yeast inh 18, PfG6PD inh -12 and Apaf-1 inh 8.
CC(=O)CSc1ccc(S(=O)(=O)N2CCN(C)CC2)cn1 was read as SENP1 FRET inh 3, SENP8 block-1 4, SENP7 inh 4, HKDC1 inhibitor -10, SENP8 block-2 10, SENP6 inh -2, NLRP3 yeast inh 7, PfG6PD inh -5 and Apaf-1 inh -6.
For Cc1sc(NC(=O)C2=COCCO2)c(C(N)=O)c1C the results were SENP1 FRET inh 1, SENP8 block-1 -10, SENP7 inh -11, HKDC1 inhibitor -2, SENP8 block-2 -219, SENP6 inh -14, NLRP3 yeast inh -4, PfG6PD inh -9 and Apaf-1 inh 0.
`CCN(CC)CCn1c2ccccc2c2cnc(N=CN(C)C)c(C#N)c21` gave SENP1 FRET inh -1, SENP8 block-1 4, SENP7 inh 8, HKDC1 inhibitor 1, SENP8 block-2 -438, SENP6 inh -23, NLRP3 yeast inh 37, PfG6PD inh -5 and Apaf-1 inh 16.
Screening Cc1ccc(C(=O)N/N=C/c2ccc(OC(=O)c3ccccc3Cl)cc2)cn1 returned SENP1 FRET inh 0, SENP8 block-1 -16, SENP7 inh -6, HKDC1 inhibitor -4, SENP8 block-2 14, SENP6 inh -13, NLRP3 yeast inh 4, PfG6PD inh -6 and Apaf-1 inh 2.
For C/C=C/C(=O)OCC(=O)Nc1cc(-c2cc(C)c(C)cc2C)nn1-c1ccccc1 the results were SENP1 FRET inh 4, SENP8 block-1 -8, SENP7 inh -6, HKDC1 inhibitor -5, SENP8 block-2 -4, SENP6 inh -5, NLRP3 yeast inh -2, PfG6PD inh 20 and Apaf-1 inh 13.
For O=C(CNC(=O)c1cccs1)OCC(=O)c1ccc([N+](=O)[O-])cc1 the results were SENP1 FRET inh 0, SENP8 block-1 -13, SENP7 inh -2, HKDC1 inhibitor -1, SENP8 block-2 6, SENP6 inh 9, NLRP3 yeast inh 10, PfG6PD inh 68* and Apaf-1 inh -4.
C/C(=N\Nc1cccc(C(F)(F)F)c1)c1ccc(O)cc1 was read as SENP1 FRET inh -4, SENP8 block-1 -12, SENP7 inh -9, HKDC1 inhibitor 4, SENP8 block-2 -21, SENP6 inh -19, NLRP3 yeast inh -8, PfG6PD inh 33 and Apaf-1 inh 18.
Screening COc1ccc(NC(=O)COC(=O)/C=C/c2ccc(OC)c(S(=O)(=O)N3CCOCC3)c2)cc1 returned SENP1 FRET inh 2, SENP8 block-1 -8, SENP7 inh 10, HKDC1 inhibitor -12, SENP8 block-2 7, SENP6 inh 2, NLRP3 yeast inh 3, PfG6PD inh -10 and Apaf-1 inh -11.
CC(C)(C)NC(=O)c1cc(F)c(F)cc1Cl was read as SENP1 FRET inh 1, SENP8 block-1 1, SENP7 inh 3, HKDC1 inhibitor -6, SENP8 block-2 19, SENP6 inh -13, NLRP3 yeast inh -5, PfG6PD inh 10 and Apaf-1 inh -6.
For CC1Oc2ccccc2N(CC(=O)N2CCCc3ccccc32)C1=O (stereo not given) the results were SENP1 FRET inh -1, SENP8 block-1 -1, SENP7 inh 5, HKDC1 inhibitor 1, SENP8 block-2 -2, SENP6 inh 1, NLRP3 yeast inh 5, PfG6PD inh -6 and Apaf-1 inh -11.
For COc1ccccc1NCC(=O)N/N=C/c1cccnc1 the results were SENP1 FRET inh 1, SENP8 block-1 5, SENP7 inh 1, HKDC1 inhibitor 5, SENP8 block-2 21, SENP6 inh -8, NLRP3 yeast inh 20, PfG6PD inh 2 and Apaf-1 inh -14.
NC(=O)CSc1nc2cc3c(cc2c(=O)n1CCCC(=O)NCc1ccc2c(c1)OCO2)OCO3 was read as SENP1 FRET inh 1, SENP8 block-1 1, SENP7 inh 14, HKDC1 inhibitor -7, SENP8 block-2 12, SENP6 inh 4, NLRP3 yeast inh 2, PfG6PD inh -3 and Apaf-1 inh 7.
`Cn1c2c(c(=O)n(C)c1=O)[C@@H]1c3c(ccc4ccccc34)OC[C@@H]1CO2` gave SENP1 FRET inh 2, SENP8 block-1 -8, SENP7 inh -10, HKDC1 inhibitor -2, SENP8 block-2 23, SENP6 inh -18, NLRP3 yeast inh 21, PfG6PD inh -8 and Apaf-1 inh 19.
`COc1cccc(NC(=O)CN(C)C(=O)c2cc(S(=O)(=O)NCc3ccccc3)ccc2C)c1` gave SENP1 FRET inh 0, SENP8 block-1 -6, SENP7 inh -3, HKDC1 inhibitor 8, SENP8 block-2 3, SENP6 inh -6, NLRP3 yeast inh 25, PfG6PD inh -11 and Apaf-1 inh 15.
For CC(=O)Nc1ccc(NC(=O)COc2ncnc3ccccc23)cc1 the results were SENP1 FRET inh 0, SENP8 block-1 0, SENP7 inh 6, HKDC1 inhibitor 10, SENP8 block-2 -1, SENP6 inh 3, NLRP3 yeast inh 3, PfG6PD inh -12 and Apaf-1 inh 1.
Screening CCN(CC)S(=O)(=O)c1ccc(N2CCOCC2)c(NC(=O)c2cccc(C#N)c2)c1 returned SENP1 FRET inh 1, SENP8 block-1 11, SENP7 inh 0, HKDC1 inhibitor -7, SENP8 block-2 15, SENP6 inh -1, NLRP3 yeast inh 20, PfG6PD inh 9 and Apaf-1 inh -9.
`Cc1ccc(OCC(=O)Nc2cc(C)on2)c([N+](=O)[O-])n1` gave SENP1 FRET inh 1, SENP8 block-1 0, SENP7 inh 9, HKDC1 inhibitor -5, SENP8 block-2 15, SENP6 inh -6, NLRP3 yeast inh 7, PfG6PD inh 6 and Apaf-1 inh -2.
`COc1ccc(-c2cn(CCC(=O)O)c(C)n2)cc1` gave SENP1 FRET inh 2, SENP8 block-1 81*, SENP7 inh 25, HKDC1 inhibitor -7, SENP8 block-2 9, SENP6 inh 85*, NLRP3 yeast inh 11, PfG6PD inh -8 and Apaf-1 inh -7.
`Cc1cc(N2CCN(c3ccc([N+](=O)[O-])c4cccnc34)CC2)c2ccccc2n1` gave SENP1 FRET inh -57, SENP8 block-1 3, SENP7 inh 5, HKDC1 inhibitor -8, SENP8 block-2 27, SENP6 inh 0, NLRP3 yeast inh 17, PfG6PD inh 37 and Apaf-1 inh 60*.
Screening CC(=O)Nc1c(O)nc(SCC(=O)Nc2ccc(C(C)=O)cc2)[nH]c1=O returned SENP1 FRET inh -10, SENP8 block-1 -1, SENP7 inh -7, HKDC1 inhibitor -3, SENP8 block-2 -5, SENP6 inh 25, NLRP3 yeast inh 7, PfG6PD inh -13 and Apaf-1 inh -29.
For CCOc1ccc(C2C(C(=O)c3cccs3)=C(O)C(=O)N2Cc2cccnc2)cc1 (stereo not given) the results were SENP1 FRET inh 0, SENP8 block-1 -2, SENP7 inh -7, HKDC1 inhibitor 0, SENP8 block-2 -6, SENP6 inh 0, NLRP3 yeast inh -19, PfG6PD inh -12 and Apaf-1 inh -12.
For O=C(COc1ccc(Cl)cc1)NNC(=O)C(=O)N1CCCCC1 the results were SENP1 FRET inh -1, SENP8 block-1 1, SENP7 inh 9, HKDC1 inhibitor -7, SENP8 block-2 11, SENP6 inh 4, NLRP3 yeast inh -6, PfG6PD inh -13 and Apaf-1 inh -13.
Screening O=c1c2c(nc3n1CCCCC3)-c1ccccc1CC21CCCCC1 returned SENP1 FRET inh 1, SENP8 block-1 -3, SENP7 inh 11, HKDC1 inhibitor 10, SENP8 block-2 1, SENP6 inh -14, NLRP3 yeast inh -17, PfG6PD inh -12 and Apaf-1 inh 11.
CCc1cc2c(=O)n(-c3ccccc3)c(SCC(=O)O)nc2s1 was read as SENP1 FRET inh -1, SENP8 block-1 10, SENP7 inh -17, HKDC1 inhibitor -2, SENP8 block-2 15, SENP6 inh 4, NLRP3 yeast inh -5, PfG6PD inh -14 and Apaf-1 inh -1.
COCCCn1c(SCC(=O)N2CCCCC2C)nnc1-c1ccco1 (stereo not given) was read as SENP1 FRET inh 2, SENP8 block-1 -6, SENP7 inh -10, HKDC1 inhibitor -9, SENP8 block-2 15, SENP6 inh -21, NLRP3 yeast inh 8, PfG6PD inh -6 and Apaf-1 inh -7.
O=C(NCCN1CCOCC1)c1cc(-c2cccc(O)c2)on1 was read as SENP1 FRET inh 1, SENP8 block-1 1, SENP7 inh 3, HKDC1 inhibitor -1, SENP8 block-2 9, SENP6 inh -25, NLRP3 yeast inh 12, PfG6PD inh 19 and Apaf-1 inh 3.
`CCOC(=O)N1CCN(C(=S)Nc2cc(S(=O)(=O)N3CCOCC3)ccc2Cl)CC1` gave SENP1 FRET inh 1, SENP8 block-1 2, SENP7 inh 1, HKDC1 inhibitor -6, SENP8 block-2 15, SENP6 inh -24, NLRP3 yeast inh 9, PfG6PD inh 7 and Apaf-1 inh -10.
O=C(O)CNC(=O)C1(NC(=O)OCc2ccccc2)CCCC1 was read as SENP1 FRET inh 3, HKDC1 inhibitor -1, SENP8 block-2 19 and PfG6PD inh -2.
`CN(CC(=O)Nc1ccc(Cl)c(C(F)(F)F)c1)C(=O)C1CSC2(C)CCC(=O)N12` (stereo not given) gave SENP1 FRET inh 2, SENP8 block-1 -10, SENP7 inh -10, HKDC1 inhibitor 0, SENP8 block-2 9, SENP6 inh -4, NLRP3 yeast inh 40, PfG6PD inh 5 and Apaf-1 inh -7.

In the list so far, 3 contain two or more sulfur atoms.
CC(=O)CSc1ccc(S(=O)(=O)N2CCN(C)CC2)cn1 was read as SENP1 FRET inh 3, SENP8 block-1 4, SENP7 inh 4, HKDC1 inhibitor -10, SENP8 block-2 10, SENP6 inh -2, NLRP3 yeast inh 7, PfG6PD inh -5 and Apaf-1 inh -6.
CCc1cc2c(=O)n(-c3ccccc3)c(SCC(=O)O)nc2s1 was read as SENP1 FRET inh -1, SENP8 block-1 10, SENP7 inh -17, HKDC1 inhibitor -2, SENP8 block-2 15, SENP6 inh 4, NLRP3 yeast inh -5, PfG6PD inh -14 and Apaf-1 inh -1.
`CCOC(=O)N1CCN(C(=S)Nc2cc(S(=O)(=O)N3CCOCC3)ccc2Cl)CC1` gave SENP1 FRET inh 1, SENP8 block-1 2, SENP7 inh 1, HKDC1 inhibitor -6, SENP8 block-2 15, SENP6 inh -24, NLRP3 yeast inh 9, PfG6PD inh 7 and Apaf-1 inh -10.

Reprinted at random: two compounds from above, in no set order.
Screening O=c1c2c(nc3n1CCCCC3)-c1ccccc1CC21CCCCC1 returned SENP1 FRET inh 1, SENP8 block-1 -3, SENP7 inh 11, HKDC1 inhibitor 10, SENP8 block-2 1, SENP6 inh -14, NLRP3 yeast inh -17, PfG6PD inh -12 and Apaf-1 inh 11.
O=C(O)CNC(=O)C1(NC(=O)OCc2ccccc2)CCCC1 was read as SENP1 FRET inh 3, HKDC1 inhibitor -1, SENP8 block-2 19 and PfG6PD inh -2.

Screening data as filed in PubChem BioAssay.
